Assay outcomes: PubChem BioAssay, Sanford-Burnham Center for Chemical Genomics
Jurkat NFkB inh: lowers PMA/ionomycin-induced NF-kB signal in Jurkat cells | PMA/ionomycin-induced NF-kB luciferase reporter, luminescence | inhibition, % at 4 µM | 330,000 tested, 0.53% active; in the data active = inhibition above about 50%
Gli-Sufu block: blocks Gli-Sufu signaling in a luciferase reporter | 340,000 tested, 0.74% active | inhibition, % at 5 µM | AID 588413 | Sufu-KO-LIGHT fibroblasts, Gli luciferase reporter luminescence;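 active = inhibition above about 55%, limit read from the data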;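 also: 0% = DMSO-treated cells and 100% = wells with medium but no cells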
CXCR6 block: inhibitors of human CXCR6 receptor | O00574 | CHO-K1 PathHunter CXCR6 beta-arrestin, luminescence | inhibition, % at 20 µM | 360,000 tested, 0.36% active; in the data active = inhibition above about 34%, passing the limit was not always enough;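 also: antagonist mode with CXCL16 agonist at 10 nM final; 0% = 10 nM CXCL16 with DMSO and 100% = unstimulated wells without agonist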
XBP1 UPR activ: adaptive UPR (XBP1) activation. CHO-XBP1 luciferase reporter, IRE1-XBP1 UPR activation, luminescence; percent of tunicamycin response, DMSO as zero. 330,000 tested, 0.33% active. activation, % at 20 µM;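 active = versus positive control, 20 µM dose yields 30% or more activation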;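 also: 100% = tunicamycin at 10 µg/mL and 0% = DMSO only wells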
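Signal: luciferase luminescence; Assay system: CHO-XBP1 luciferase reporter cells; Amount: one thousand reporter cells per well; Dosing: 20 µM single concentration, DMSO 1%; Benchmarks: high control tunicamycin 10 µg/mL final, low control DMSO vehicle only; Schedule: 6 h compound exposure at 37 °C, 5% CO2; Evaluation: percent activation relative to tunicamycin reference.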
CHOP UPR activ: activators of apoptotic arm of unfolded protein response (CHOP) | CHO-CHOP luciferase reporter, UPR activation, luminescence; percent of tunicamycin response over DMSO baseline | activation, % at 10 µM | 330,000 tested, 0.34% active | AID 449763;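 active = at 10 µM dose, activation of 40% or more, normalized to positive control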;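 also: 100% = tunicamycin at 10 µg/mL and 0% = DMSO alone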
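Test system: CHO CHOP reporter cells. Input: 500 CHO-CHOP cells per well. Medium: F12 with 10% FBS. Technique: luciferase luminescence. Measure: percent activation relative to tunicamycin control. Dosing: 10 µM compound, 0.5% DMSO. Timing: 16-18 h cell attachment, then 6 h compound exposure, 37 °C.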
CCR6 antag: CCR6 (human) receptor antagonism | P51684 | CHO-K1 CCR6 PathHunter beta-arrestin, luminescence, CCL20-stimulated | inhibition, % at 20 µM | 340,000 tested, 0.49% active | AID 493098;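 active = compounds whose inhibition of the agonist-driven luminescence signal at 20 µM reaches about 50%, limit read from the data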;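 also: cells stimulated with CCL20 at 14 nM final; plate controls were DMSO with CCL20 for no effect and DMSO without agonist for full effect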
EBI2 antag: EBI2 (human) antagonism | P32249 | EBI2 beta-arrestin recruitment, luminescence, 7a,25-OHC stimulated | inhibition, % at 5 µM | 360,000 tested, 0.81% active | AID 651636; in the data active = inhibition above about 38%;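 also: enzyme fragment complementation signal reports receptor beta-arrestin coupling in cells; 0% = agonist plus DMSO wells and 100% = wells without agonist; some results beyond the cut were filed as inactive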
Mdm2-MdmX inh: disrupts the human Mdm2-MdmX interaction; SaOS-2 split-luciferase Mdm2/MdmX complementation, luminescence; 330,000 tested, 3% active; O15151+Q00987; inhibition, % at 8 µM; AID 485346;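 active = inhibition of at least 50% at 8 µM in the primary screen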
Target sequence (O15151 whole entry, looked up): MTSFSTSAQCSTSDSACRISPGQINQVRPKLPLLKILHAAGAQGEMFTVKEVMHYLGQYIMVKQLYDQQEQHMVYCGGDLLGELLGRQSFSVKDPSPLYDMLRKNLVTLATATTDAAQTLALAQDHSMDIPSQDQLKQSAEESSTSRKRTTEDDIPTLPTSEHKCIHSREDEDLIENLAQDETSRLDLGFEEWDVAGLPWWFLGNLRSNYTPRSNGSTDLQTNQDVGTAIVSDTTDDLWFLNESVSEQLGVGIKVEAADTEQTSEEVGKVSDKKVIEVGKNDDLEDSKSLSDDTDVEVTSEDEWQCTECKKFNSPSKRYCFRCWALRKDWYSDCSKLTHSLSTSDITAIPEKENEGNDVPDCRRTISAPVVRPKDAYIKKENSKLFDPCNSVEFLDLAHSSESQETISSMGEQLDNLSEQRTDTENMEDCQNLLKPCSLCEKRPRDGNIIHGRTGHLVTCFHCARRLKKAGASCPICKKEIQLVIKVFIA
Target sequence (Q00987 whole entry, looked up): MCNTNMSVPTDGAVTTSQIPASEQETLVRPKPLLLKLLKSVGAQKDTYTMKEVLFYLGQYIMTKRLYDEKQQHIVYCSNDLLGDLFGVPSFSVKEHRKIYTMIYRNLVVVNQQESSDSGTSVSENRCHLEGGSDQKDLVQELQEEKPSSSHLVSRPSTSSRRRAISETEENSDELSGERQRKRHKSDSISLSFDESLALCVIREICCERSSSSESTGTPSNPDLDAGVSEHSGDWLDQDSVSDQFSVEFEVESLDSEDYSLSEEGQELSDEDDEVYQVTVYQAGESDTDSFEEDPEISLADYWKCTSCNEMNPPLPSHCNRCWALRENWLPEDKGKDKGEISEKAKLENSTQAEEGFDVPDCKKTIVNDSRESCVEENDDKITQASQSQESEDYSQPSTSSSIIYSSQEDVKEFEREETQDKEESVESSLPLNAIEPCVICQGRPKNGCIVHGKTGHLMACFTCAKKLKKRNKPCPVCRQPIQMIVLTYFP
697 NFkB inh: inhibitors of the PMA/ionomycin-induced NF-kB reporter in 697 B cells | 697 B-cell NF-kB luciferase reporter, 16 h | inhibition, % at 4 µM | 330,000 tested, 0.33% active | AID 435022; in the data active = inhibition above about 35%
Starred values were filed as active, the others as inactive; · = not tested or not shown.

Letters: A = Jurkat NFkB inh; B = Gli-Sufu block; C = CXCR6 block; D = XBP1 UPR activ; E = CHOP UPR activ; F = CCR6 antag; G = EBI2 antag; H = Mdm2-MdmX inh; I = 697 NFkB inh
molecule: CCOC(=O)/C(C#N)=C/c1cc(C)n(-c2ccc(C)cc2)c1C
  A = -130 | B = 7 | C = 6 | D = -4 | E = 6.4 | F = 12 | G = 11 | H = -58 | I = -154
molecule: Cc1cc(NC(=O)C(C)Sc2nc(-c3ccccc3)cc(=O)[nH]2)no1 (stereo unspecified)
  A = 2 | B = -36 | C = -3 | D = -3 | E = -1.2 | F = 7 | G = -7 | H = -11 | I = 19
molecule: COc1cccc(OC)c1C(=O)N1CCN(Cc2cccnc2)CC1
  A = 7 | B = -25 | C = -6 | D = -4 | E = -0.3 | F = 1 | G = 11 | H = -4 | I = 0
molecule: CC(C)Cn1c(SC(C)C(=O)NCC2CCCO2)nc2ccc(Cl)cc2c1=O (stereo unspecified)
  A = -3 | B = 6 | C = 5 | D = -2 | E = 0.7 | F = 8 | G = 4 | H = -7 | I = 7
molecule: Cc1ccc(S(=O)(=O)NCC2(c3ccccc3)CCN(C)CC2)cc1
  A = -7 | B = 12 | C = 12 | D = -2 | E = 0.2 | F = 14 | G = -19 | H = 3 | I = 5
molecule: Cc1ccc(C)c(C(=O)Cn2c(NCCO)nc3ccccc32)c1
  A = -6 | B = 6 | C = 0 | D = -2 | E = 1.4 | F = 14 | G = 8 | H = -4 | I = 6
molecule: COCCNC(=O)CN1CCN(C(c2ccccc2)c2ccccc2)CC1
  A = -16 | B = 7 | C = -11 | D = 2 | E = 0.8 | F = -3 | G = 0 | H = -22 | I = -8
molecule: O=C(Nc1ccc(F)cc1)N(Cc1nnc2n1CCCCC2)c1ccccc1
  A = -9 | B = -3 | C = -11 | D = -2 | E = -2.4 | F = 2 | G = -22 | H = 10 | I = -6
molecule: Cc1cc(C)nc(NC(=O)c2ccc([N+](=O)[O-])o2)n1
  A = 7 | B = -4 | C = -19 | D = -1 | E = 1.6 | F = -15 | G = -6 | H = -3 | I = 24
molecule: S=c1[nH]nc(COc2ccc(Cl)cc2)n1-c1ccc(Cl)cc1
  A = -13 | B = 19 | C = 7 | D = -3 | E = 8.3 | F = 5 | G = 4 | H = -8 | I = -22
molecule: Cc1cc(=O)oc2c(C)c(OC(C)C(=O)NCCCn3ccnc3)ccc12 (stereo unspecified)
  A = -1 | B = 10 | C = -2 | D = -5 | E = -3.0 | F = 14 | G = -8 | H = 12 | I = 7
molecule: N=c1n(CCN2CCCC2)c2ccccc2n1CC(O)c1ccc(Cl)c(Cl)c1 (stereo unspecified)
  A = -7 | B = 25 | C = -7 | D = 4 | E = 3.3 | F = 25 | G = 9 | H = 96* | I = 4
molecule: CC1=CCC2C(=O)N(c3cccc(C(=O)Nc4ccccc4Cl)c3)C(=O)C2C1 (stereo unspecified)
  A = -6 | B = 1 | C = 1 | D = -6 | E = -0.5 | F = 15 | G = 2 | H = -10 | I = -4
molecule: Cc1ccc(C)c(-n2ccnc2SCC(=O)Nc2cccc(S(=O)(=O)NC3=NCCC3)c2)c1
  A = -6 | B = -2 | C = 2 | D = -1 | E = 1.7 | F = 8 | G = 1 | H = 3 | I = 14
molecule: CC1(C)CC(=O)C(C(c2ccccc2F)C2C(=O)CC(C)(C)CC2=O)C(=O)C1
  A = 4 | B = -21 | C = 1 | D = -3 | E = -1.0 | F = -5 | G = 6 | H = 16 | I = 8
molecule: N#C/C(=C\C=C\c1ccccc1)C(=O)Nc1ccccc1
  A = 14 | B = 1 | C = 8 | D = 4 | E = 2.5 | F = 2 | G = 18 | H = 13 | I = 1
molecule: Nc1ncnc2c1ncn2[C@@H]1O[C@H](CO)C[C@@H]1O
  A = -4 | B = · | C = · | D = -8 | E = -1.5 | F = · | G = · | H = 11 | I = 21
molecule: C=CCSc1nc2c(c(=N)n1CC=C)C1CCCC1S2 (stereo unspecified)
  A = 6 | B = -10 | C = 5 | D = 2 | E = -0.4 | F = 22 | G = 7 | H = -5 | I = -6
molecule: COc1ccc(C)cc1NC(=O)CO/N=C(\N)CC(=O)Nc1ccccc1OC
  A = 5 | B = -8 | C = 7 | D = -4 | E = 1.1 | F = 2 | G = -2 | H = -18 | I = 7
molecule: O=C(CC1OCC2CCCN2C1=O)Nc1ccc([N+](=O)[O-])cc1 (stereo unspecified)
  A = 25 | B = 3 | C = 2 | D = 0 | E = -0.1 | F = 8 | G = -2 | H = 19 | I = 8
molecule: COc1ccc(S(=O)(=O)Nc2ccc3c(c2)C(=O)N([C@H](C)CO)C[C@H](C)[C@@H](CN(C)S(=O)(=O)c2cccs2)O3)cc1
  A = 4 | B = -10 | C = 1 | D = 0 | E = -0.4 | F = 10 | G = 4 | H = 25 | I = 3
molecule: O=C(CSc1nc(-c2ccco2)cc(C(F)(F)F)n1)NCCN1CCOCC1
  A = -5 | B = 1 | C = -1 | D = 2 | E = -2.2 | F = 4 | G = -9 | H = -13 | I = -12
molecule: O=C1CC(=O)Nc2cc(S(=O)(=O)N3CCOc4ccccc43)ccc2N1
  A = 6 | B = 1 | C = -15 | D = 0 | E = -0.8 | F = -11 | G = 1 | H = 21 | I = -7
molecule: Cc1ccc([N+](=O)[O-])cc1NC(=O)C1CCCC1
  A = 2 | B = 3 | C = 2 | D = -2 | E = 2.0 | F = 10 | G = 3 | H = -5 | I = -8
molecule: C=CCn1c(Oc2ccccc2F)nc2c1c(=O)n(C)c(=O)n2C
  A = 16 | B = -1 | C = 8 | D = -4 | E = -0.9 | F = 8 | G = -2 | H = 49 | I = -15

Some entries already given, limited to CHOP UPR activ and EBI2 antag.
| SMILES | CHOP UPR activ | EBI2 antag |
| --- | --- | --- |
| COCCNC(=O)CN1CCN(C(c2ccccc2)c2ccccc2)CC1 | 0.8 | 0 |
| S=c1[nH]nc(COc2ccc(Cl)cc2)n1-c1ccc(Cl)cc1 | 8.3 | 4 |

Remaining list, next part
Letters: A = Jurkat NFkB inh; B = Gli-Sufu block; C = CXCR6 block; D = XBP1 UPR activ; E = CHOP UPR activ; F = CCR6 antag; G = EBI2 antag; H = Mdm2-MdmX inh; I = 697 NFkB inh
molecule: Cn1c(N)c(C(=O)COC(=O)/C=C/c2ccccc2Cl)c(=O)n(C)c1=O
  A = -11 | B = -23 | C = -5 | D = 1 | E = 4.6 | F = 12 | G = -2 | H = -10 | I = -31
molecule: Cc1ccc(N2CC(=O)N(NC(=O)c3sc4nc(C)cc(C)c4c3N)CC2=O)cc1
  A = 7 | B = -1 | C = -5 | D = 0 | E = 2.2 | F = 6 | G = -7 | H = 7 | I = -5
molecule: CN(C)C(=O)NC(Nc1ccc(Cl)cc1Cl)C(Cl)(Cl)Cl (stereo unspecified)
  A = -5 | B = 3 | C = -2 | D = -2 | E = -0.5 | F = 12 | G = 17 | H = 22 | I = -9
molecule: CC(C)N(C(=O)[C@H]1CC(CC(=O)NCCCn2ccnc2)C(=O)N2CCc3c([nH]c4ccccc34)[C@]12C)C(C)C (stereo partly specified)
  A = 9 | B = -7 | C = 0 | D = 1 | E = 1.1 | F = 9 | G = -4 | H = 1 | I = -13
molecule: CC(=O)c1cn(-c2ccc(Cl)cc2)c(=O)n(Cc2ccc(F)cc2)c1=O
  A = 5 | B = -17 | C = -15 | D = -2 | E = 1.0 | F = 13 | G = -2 | H = -10 | I = 7
molecule: CCOC(=O)c1cc(-c2ccccc2)n(CC(=O)Nc2cc(OC)cc(OC)c2)c1C
  A = 2 | B = 3 | C = 11 | D = -1 | E = -0.2 | F = 14 | G = 9 | H = -4 | I = -14
molecule: CC(=O)c1cccc(OCc2cc(C(=O)N(C)Cc3cnccn3)no2)c1
  A = -50 | B = -5 | C = 6 | D = -1 | E = 7.1 | F = 6 | G = -9 | H = -25 | I = -37
molecule: CCC(C)C1NC(=S)N(C2CCCCC2)C1=O (stereo unspecified)
  A = 14 | B = 0 | C = 15 | D = 2 | E = 0.4 | F = 4 | G = 0 | H = -12 | I = -11
molecule: S=C(c1ccc(-c2ccccc2)o1)N1CCCCC1
  A = -113 | B = -104 | C = 4 | D = 3 | E = 4.8 | F = 25 | G = -11 | H = -279 | I = -134
molecule: Cc1nc2c(S(=O)(=O)c3ccccc3)cnn2c(C)c1C
  A = 6 | B = 1 | C = -3 | D = 0 | E = -0.1 | F = -4 | G = 0 | H = 3 | I = 11
molecule: O=C(NC1CCCCC1)c1ccc(COCC(F)(F)F)o1
  A = 5 | B = -9 | C = 3 | D = -2 | E = -3.3 | F = 4 | G = -2 | H = -7 | I = -18
molecule: CC(C)Oc1ccc(C2CC(=O)N(c3ccc(N(C)C)cc3)C2=O)cc1 (stereo unspecified)
  A = 14 | B = -10 | C = -1 | D = 2 | E = -0.7 | F = 5 | G = -5 | H = 23 | I = 10
molecule: CCCCCC1CCC(C(=O)O)CC1 (stereo unspecified)
  A = -3 | B = 9 | C = 3 | D = -1 | E = -1.8 | F = -9 | G = 5 | H = 15 | I = -23
molecule: CS(=O)(=O)N1CCC(NC(=O)Cc2ccccc2)CC1
  A = -4 | B = -62 | C = -7 | D = 1 | E = -0.4 | F = -6 | G = -3 | H = 2 | I = -40
molecule: Cc1nc(C)c(C(=O)OCC(=O)Nc2cccc(C)c2C)s1
  A = -3 | B = -6 | C = -2 | D = 0 | E = -0.4 | F = 3 | G = -7 | H = -5 | I = 5
molecule: COc1cc(C(=O)NCCOc2ccc(C)c(C)c2)cc(OC)c1OC
  A = -10 | B = 2 | C = 2 | D = -3 | E = 0.5 | F = 13 | G = 9 | H = 21 | I = -7
molecule: Fc1ccc(-c2nc3ccccc3[nH]2)cc1
  A = -55 | B = -67 | C = -8 | D = 3 | E = 4.6 | F = 7 | G = -6 | H = -17 | I = -93
molecule: COc1ccc(/C=N/Nc2nc(-c3ccc(C)cc3)c(NC(C)=O)s2)cc1
  A = -15 | B = -3 | C = -13 | D = 2 | E = 3.6 | F = 1 | G = 2 | H = 4 | I = -19
molecule: COc1ccc2c(c1)CCCC(Br)C2=O (stereo unspecified)
  A = · | B = -20 | C = -24 | D = · | E = · | F = -5 | G = -17 | H = · | I = ·
molecule: CCOC(=O)c1ccc(C(=O)OCC)nc1
  A = -13 | B = -6 | C = -8 | D = 1 | E = 1.1 | F = 5 | G = -1 | H = 10 | I = -11
molecule: CCOC(=O)CN1C(=O)C(O)(CC(=O)c2cccc(OC)c2)c2ccccc21 (stereo unspecified)
  A = 2 | B = 2 | C = 2 | D = 0 | E = -0.9 | F = 5 | G = 8 | H = 1 | I = 3
molecule: NC(=O)CCS(=O)(=O)CCN1CCN(S(=O)(=O)c2ccc3c(c2)CCC3)CC1
  A = 0 | B = -2 | C = 3 | D = 1 | E = -1.5 | F = 4 | G = -16 | H = 21 | I = 15
molecule: COC(=O)CN(c1ccc2c(c1)OCO2)S(=O)(=O)c1c(C)[nH]c(=O)[nH]c1=O
  A = 12 | B = -5 | C = -2 | D = -5 | E = -1.6 | F = -1 | G = 13 | H = -16 | I = -25
molecule: O=C(COc1ccccc1)Nc1ccc(Cl)cc1Cl
  A = -83 | B = · | C = · | D = 1 | E = 3.2 | F = · | G = · | H = -85 | I = 4
molecule: CC(NC1CCCC1)C(=O)Nc1ccccc1-c1ccccc1 (stereo unspecified)
  A = 3 | B = 3 | C = -4 | D = -1 | E = 2.2 | F = 4 | G = -1 | H = 19 | I = 6
molecule: CC(C)COc1nc2ccccc2nc1C(C#N)C(=O)NC1CCCCC1 (stereo unspecified)
  A = 2 | B = 8 | C = 13 | D = -2 | E = -0.6 | F = 13 | G = -8 | H = 40 | I = 14
